Screens as filed in PubChem.
p53null 32C tox: selectivity test: cytotoxicity in p53 null cells, permissive temperature; H1299-neo p53 null cells, ATP luminescence, 24 h, 32C; Potency, µM (titrated, usually from 46.1 µM), for the others: top-dose activity change, negative = cytotoxicity, most hits filed as cytotoxic; 55,000 tested, 0.62% active;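 also: 0% = DMSO only and -100% = full killing by 100 µM tamoxifen; nearly all actives have a fitted effect of over 55% in size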
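AC50 values derive from Hill modelling of qHTS concentration-response data (up to 46 uM) in H1299-neo cells. Cells were treated 24 h at 32C following overnight attachment at 37C; viability was read as cellular ATP.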
p53null 39C kill: kills p53 null cells at the nonpermissive temperature | H1299 p53-null (neo) cells, 39C, ATPlite viability, 24 h | Potency, µM (top dose mostly 46.1 µM), without a hit: top-dose activity, negative = cell killing, actives largely listed as cytotoxic | 55,000 tested, 0.97% active;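 also: 0% = DMSO only and -100% = full killing by 100 µM tamoxifen; nearly all actives have a fitted effect of over 50% in size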
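Following overnight plating at 37C (600 cells/well), H1299-neo or H1299-p53A138V cells are dosed up to 46 uM. Incubation lasts 24 hr at 39C before ATP detection.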
* = called active by the depositor; ? = inconclusive; . = no result given; [ ] = another dose, or the depositor's remark. Calls follow the shape of the dose curve; as a rule, active = well fitted cell-killing curve with a large enough effect; inconclusive = small, poorly fitted or top-dose-only effect; inactive = no such curve, though single readings can be large or run the other way. Potency is read from the fitted curve at half-maximal effect. A portion of the library; rates above refer to the full screens.

SMILES	p53null 32C tox	p53null 39C kill
O=[N+]([O-])c1ccc(/C=N/n2c(-c3cccnc3)n[nH]c2=S)cc1	.	34%
COc1ccc(NC(=O)C(C)Sc2nnc3c4c(nc(-c5ccc(OC)cc5)n23)CC(C)(C)OC4)cc1 (stereo not given)	.	26%
Cc1ccc(-c2csc3ncnc(-n4cnc5ccccc54)c23)cc1	.	-13%[1.84 µM]
O=C(Nc1ncc(Cc2ccccc2Cl)s1)c1ccc(-c2cccc([N+](=O)[O-])c2)o1	.	17%
COc1ccccc1NS(=O)(=O)c1ccc(NN=C2CCCC2)c([N+](=O)[O-])c1	.	13%[1.84 µM]
CC1S/C(=N/N=C/c2cccs2)NC1=O (stereo not given)	.	13%[1.84 µM]
CCOc1ncccc1C(=O)OCC(=O)Nc1cc(S(=O)(=O)N2CCOCC2)ccc1Cl	.	13%
O=C(COc1ccccc1F)N/N=C1\CCCc2ccccc21	.	-1%[1.84 µM]
CCCn1c(C)cc(/C=C(\C#N)C(=O)OCC(=O)Nc2ccc(OC)c(Cl)c2)c1C	.	-8%[1.84 µM]
Cc1ccc(-n2c(SCC(=O)N3CC(=O)Nc4ccccc43)nc3ccccc3c2=O)cc1	.	22%
CS(=O)(=O)c1ccc(C(=O)NC2CCCCC2)cc1	.	10%
O=C(c1cccc([N+](=O)[O-])c1)n1nc(-c2ccccc2)nc1NCc1ccccc1	.	13%
Fc1ccccc1NC(=S)Nc1ccc(Br)cc1	.	10%[1.84 µM]
CC(CCc1ccccc1)NC(=O)c1ccc(NC(=O)c2ccccc2)cc1 (stereo not given)	.	0%[1.84 µM]
O=C(/C=C/c1ccc(S(=O)(=O)N2CCOCC2)cc1)NCc1ccccc1	.	13%
O=C(Cn1c(COc2ccccc2)nc2ccccc21)Nc1cccc(Cl)c1	.	8%
O=C(COC(=O)Cc1ccsc1)Nc1ccc(S(=O)(=O)N2CCOCC2)cc1	.	-10%[1.84 µM]
O=C1CN(C(=O)COc2ccc(Br)cc2F)c2ccccc2N1	.	13%
O=C(CNC(=O)C12CC3CC(CC(C3)C1)C2)N1CCN(S(=O)(=O)/C=C/c2ccccc2)CC1	.	44%
CCCCN(C(=O)CN1CC(C)OC(C)C1)c1c(N)n(CC(C)C)c(=O)[nH]c1=O (stereo not given)	.	20%
O=C(Nc1nc(-c2ccc(F)c(F)c2)cs1)c1ccc(OCC2CCCO2)cc1 (stereo not given)	.	18%
COc1ccccc1NC(=S)NC1CCCCCC1	.	3%
COc1cc(/C=C/c2nnc3c4ccccc4ncn23)cc(OC)c1OC	.	-7%
Cc1nnc(SCC(=O)NN2C(=O)NC3(CCCCC3)C2=O)s1	.	5%
CC(OC(=O)c1cc(S(=O)(=O)Nc2ccc(F)cc2)ccc1Cl)C(=O)Nc1ccc2c(c1)OCCO2 (stereo not given)	.	5%[1.84 µM]
Cc1cccc(-n2cc[nH]c2=S)c1C	.	15%
Cc1c(Cl)cccc1NC(CC(=O)c1ccccc1)C(=O)OCC(=O)c1cccs1 (stereo not given)	.	-20%[1.84 µM]
CCOc1ccccc1N1CCN(C(=S)NCc2ccco2)CC1	.	0%[1.84 µM]
Cc1cc(C)c(-c2csc(NC(=O)C3=NN(c4ccccc4)C(=O)CC3)n2)c(C)c1	.	33%
Cc1ccc(-c2nc(N)sc2CC(=O)OCC(=O)NC2CCCC(C)C2C)cc1 (stereo not given)	.	2%
O=[N+]([O-])c1cc([N+](=O)[O-])c2cccnc2c1Oc1ccccc1O	.	-7%[1.84 µM]
CCOC(=O)C1=C(CP(=O)(c2ccccc2)c2ccccc2)NC(=O)NC1c1ccc(Cl)cc1 (stereo not given)	.	11%
COc1ccccc1CP(=O)(c1ccccc1)c1ccccc1	.	-1%
CC(CCc1ccccc1)NC(=O)COC(=O)CC1CC2CCC1C2 (stereo not given)	.	-9%[1.84 µM]
Cc1sc2ncnc(Sc3ccccc3C(=O)Nc3ccc(Br)cc3)c2c1C	.	11%
NC(=O)c1ccc[n+](Cc2ccccc2)c1	.	33%
COc1ccc2c(CC(=O)NC3CCCc4ccccc43)coc2c1 (stereo not given)	.	17%[1.84 µM]
Cn1c(=O)c(C(=O)CN2CCc3ccccc32)c(N)n(Cc2ccccc2)c1=O	.	-10%[1.84 µM]
O=C(COc1ccccc1-c1ccccc1)NCc1cccc(Cl)c1	.	-10%[1.84 µM]
COCCCNC(NC(=O)c1ccc(Br)cc1)C(Cl)(Cl)Cl (stereo not given)	.	3%
CN(Cc1ccccc1)C(=O)C1CCN(S(=O)(=O)c2cc([N+](=O)[O-])ccc2Cl)CC1	.	10%[1.84 µM]
CCn1c(SCc2ccccc2)nnc1C1CCCCC1	.	6%[1.84 µM]
C=CCn1c(SCc2csc(-c3ccc(C)cc3)n2)nnc1-c1ccccc1OC	.	-9%
CCOc1ccc(Br)cc1S(=O)(=O)Nc1ccc(Cl)c(S(=O)(=O)N(C)C)c1	.	-11%[1.84 µM]
O=C(CSc1nnnn1-c1cccc(Cl)c1)Nc1ccc2c(c1)CCC2	.	-10%[1.84 µM]
O=C(N/N=C/c1ccco1)Nc1ccccc1	.	-6%[1.84 µM]
CN1CCC2(CC1)N=C(c1ccc(F)cc1)C(=S)N2C(=O)c1ccccc1	.	20%
CCOC(=O)c1c(C)[nH]c(C2=NNC(=Nc3ccccc3)SC2)c1C	.	3%
CCOC(Cn1c(SCc2cc(C(C)=O)ccc2OC)nc2ccccc2c1=O)OCC	.	15%
Cc1ccc(NC(=O)COC(=O)c2sccc2C)cc1S(=O)(=O)N1CCOCC1	.	-12%[1.84 µM]
Remaining list, next part
SMILES	p53null 32C tox	p53null 39C kill
CC(=O)Nc1ccc(NC(=O)C(C)OC(=O)C2(c3ccc(Cl)cc3)CCCC2)cc1 (stereo not given)	.	-1%[1.84 µM]
O=C1CN(C(=O)COC(=O)c2ccc(N3CCCCCC3)c([N+](=O)[O-])c2)c2ccccc2N1	.	0%
O=[N+]([O-])c1ccc(OCCCCN2CCCCC2)cc1	.	-13%[1.84 µM]
COc1ccccc1NC(=O)CNc1ccc(F)c(Cl)c1	.	21%
COc1cc(/C=N/NC(=O)CCN2CCN(C(c3ccccc3)c3ccccc3)CC2)ccc1O	.	14%
Cc1ccc(-n2c(C)cc(C3=NNC(=NC4CC4)SC3)c2C)cc1C	?	?
Cc1cc(NS(=O)(=O)c2ccc(NC(=O)CCCC(=O)O)cc2)nc(C)n1	1%	23%
FC(F)(F)Oc1ccc(NC(=S)NCc2ccccc2)cc1	1%	11%
Cc1cccc(N2C(=O)CC(N(C(=O)c3ccco3)c3cccc(C)c3)C2=O)c1 (stereo not given)	4%	13%
CC(=O)NNc1ccc(C(F)(F)F)cc1[N+](=O)[O-]	-1%	0%
Cc1ccc(OCCn2c(=O)cnc3ccccc32)cc1	11%	0%
N#Cc1c(/N=C/c2ccc(Br)s2)sc2c1CCC2	9%	15%
COc1ccccc1CNC(=O)C(C)NS(=O)(=O)c1ccc(Br)cc1 (stereo not given)	1%	-12%
CC(/C=N/NC(=O)CCn1nnc2ccccc21)=C\c1ccccc1	-2%	20%[1.84 µM]
CCCCC(=O)NC(=S)NNC(=O)CC	0%	24%
CC(Sc1nnc(-c2ccccc2Br)n1-c1cccc(C(F)(F)F)c1)C(N)=O (stereo not given)	4%	14%
COC(=O)C(C)Sc1ccc2nnc(-c3cccc(F)c3)n2n1 (stereo not given)	-10%	6%
Cc1ccc(NC(=O)CN2C(=O)N/C(=C/c3ccc(C)s3)C2=O)cc1	24%	16%
FC(F)Oc1ccccc1NC(=S)NCc1ccco1	-8%	-11%
CC(Oc1ccccc1F)C(=O)Nc1ccc2ccccc2c1 (stereo not given)	-29%	-2%
OCCCc1nc2ccccc2n1CCc1ccccc1	1%	-4%
COc1ccc(C(=O)Nc2c(Cl)cc(Cl)cc2C(=O)NCCN2CCOCC2)cc1	-3%	13%
Cc1c(N2C(=O)c3ccc(F)cc3C2=O)c(=O)n(-c2ccccc2)n1C	0%	13%
CCC(NC(=O)C1CCC1)c1ccc(C)cc1 (stereo not given)	6%	16%
O=C(/C=C/c1ccc(Br)cc1)N1CCN(c2cccc(C(F)(F)F)c2)CC1	-12%	-18%[1.84 µM]
Cc1ccc(NC2=NCC(=O)N2Cc2ccccc2)c(C)c1	-11%	3%
COc1ccc(CC(=O)Nc2ccc(-c3nnc(-c4ccc(C)cc4)o3)cc2)cc1	7%	2%
c1ccc(Cn2nnnc2CN2CCCC2)cc1	-9%	-7%
CCC(C)NC(=O)c1cn(CC)c2ccc(S(=O)(=O)N(C)C)cc2c1=O (stereo not given)	-7%	31%[activator]
Cc1ccc(-n2c(SCC(=O)NCc3ccco3)nc3sc(C)c(C)c3c2=O)cc1	-2%	17%
S=c1[nH]nc(-c2cc3ccccc3o2)n1Cc1ccccc1	-3%	24%
CN1CCN(C2=Cc3ccc(Cl)cc3Sc3ccc(F)cc32)CC1	-19%	11%
c1ccc(CSc2ccc(-c3ccco3)nn2)cc1	11µM*	?
COc1ccc(C2=Nc3nc(-c4ccccc4)cn3C(c3ccc(OC)cc3)C2)cc1 (stereo not given)	6%	10%[1.84 µM]
CCn1c(SCc2nc3ccccc3c(=O)[nH]2)nc2ccccc2c1=O	-1%	9%
Cc1cc(C(=O)NP(=O)(N2CCOCC2)N2CCOCC2)c(C)n1-c1ccc(N(C)C)cc1	3%	-14%[1.84 µM]
O=C(Nc1cccc(C(F)(F)F)c1)c1cc(S(=O)(=O)N2CCCCC2)ccc1N1CCOCC1	7%	-12%
O=C(NC1CCCC1)C(c1ccccc1)N(C(=O)c1ccco1)C1CCCC1 (stereo not given)	-5%	-1%
O=C(NC1CCN(C(=S)NCc2ccco2)CC1)c1ccc(F)cc1	2%	5%
O=C(NCCc1c[nH]c2ccccc12)c1cnc2n(c1=O)CCS2	-5%	-15%
Cc1ccccc1NC1=CC(=O)CC(C)(C)C1	-4%	-9%
COC(=O)C1(S(=O)(=O)c2cccc3nsnc23)CC1	6%	-8%
COc1ccc(C2SCCN2C(=S)Nc2ccc(F)cc2)cc1 (stereo not given)	7%	12%
CCOCCCNC(=O)Cc1c(C(=O)O)[nH]c2ccc(Cl)cc12	5%	13%
Cc1ccc2nc(SCC(=O)Nc3ccccc3N3CCOCC3)c(C#N)cc2c1	-5%	6%
Fc1cccc2sc(N3CCOCC3)nc12	-10%	2%
Cc1ccccc1-n1nc(C(=O)c2cccs2)cc(-c2nc3ccccc3[nH]2)c1=N	2%	-6%
CN(C)S(=O)(=O)N1CCC(Cc2ccccc2)CC1	-13%	-10%
Cc1[nH]c2ccccc2c1C(=O)CSc1ncn[nH]1	1%	-5%
CCc1cc(C(=O)Nc2ccc(C)cc2Br)cs1	-24%	-10%
The list goes on.
SMILES	p53null 32C tox	p53null 39C kill
Cc1ccc2nc(Cl)c(/C=N/NC(=O)c3ccccc3O)cc2c1	-2%	1%[1.84 µM]
O=C(Oc1ccc(Cl)c2cccnc12)N1CCCCCC1	-11%	-4%
Cc1sc(NC(=O)CN(Cc2ccc(F)cc2)C(=O)C(C)(C)C)c(C(N)=O)c1C	3%	15%
CCCNC(=O)c1c(NC(=O)C2COc3ccccc3O2)sc2c1CCCC2 (stereo not given)	2%	-7%
CC(=O)c1sc(NC(=O)C(C)(C)C)nc1C	-3%	-5%
CC(=O)Nc1nnc(SCC(=O)N2CCN(Cc3ccccc3)CC2)s1	5%	-9%
c1coc(CNCc2cccs2)c1	0%	11%
Cc1cc(C(=O)Nc2ccccn2)cs1	?	?
COc1ccc(-c2nnc(SCC(=O)Nc3sc4c(c3C#N)CCC4)n2CC2CCCO2)cc1 (stereo not given)	5%	28%

A section of the results above, as a working copy:
SMILES	p53null 32C tox	p53null 39C kill
Cc1ccc(-c2csc3ncnc(-n4cnc5ccccc54)c23)cc1	.	-13%[1.84 µM]
O=C(Nc1ncc(Cc2ccccc2Cl)s1)c1ccc(-c2cccc([N+](=O)[O-])c2)o1	.	17%
COc1ccccc1NS(=O)(=O)c1ccc(NN=C2CCCC2)c([N+](=O)[O-])c1	.	13%[1.84 µM]
CC1S/C(=N/N=C/c2cccs2)NC1=O (stereo not given)	.	13%[1.84 µM]
CCOc1ncccc1C(=O)OCC(=O)Nc1cc(S(=O)(=O)N2CCOCC2)ccc1Cl	.	13%
O=C(COc1ccccc1F)N/N=C1\CCCc2ccccc21	.	-1%[1.84 µM]
CCCn1c(C)cc(/C=C(\C#N)C(=O)OCC(=O)Nc2ccc(OC)c(Cl)c2)c1C	.	-8%[1.84 µM]
Cc1ccc(-n2c(SCC(=O)N3CC(=O)Nc4ccccc43)nc3ccccc3c2=O)cc1	.	22%
CS(=O)(=O)c1ccc(C(=O)NC2CCCCC2)cc1	.	10%
O=C(c1cccc([N+](=O)[O-])c1)n1nc(-c2ccccc2)nc1NCc1ccccc1	.	13%
Fc1ccccc1NC(=S)Nc1ccc(Br)cc1	.	10%[1.84 µM]
CC(CCc1ccccc1)NC(=O)c1ccc(NC(=O)c2ccccc2)cc1 (stereo not given)	.	0%[1.84 µM]
O=C(/C=C/c1ccc(S(=O)(=O)N2CCOCC2)cc1)NCc1ccccc1	.	13%
O=C(Cn1c(COc2ccccc2)nc2ccccc21)Nc1cccc(Cl)c1	.	8%
O=C(COC(=O)Cc1ccsc1)Nc1ccc(S(=O)(=O)N2CCOCC2)cc1	.	-10%[1.84 µM]
O=C1CN(C(=O)COc2ccc(Br)cc2F)c2ccccc2N1	.	13%
O=C(CNC(=O)C12CC3CC(CC(C3)C1)C2)N1CCN(S(=O)(=O)/C=C/c2ccccc2)CC1	.	44%
